# High-throughput results from PubChem BioAssay.
# NS5 inhibitors: Dengue-2 NS5 methyltransferase inhibitors, primary screen, biochemical, confirmation dose response (AID 588689). Dengue-2 NS5 methyltransferase capping enzyme assay, biochemical; higher % means a stronger effect. inhibition, % at 25 µM; hits with a dose series show IC50 in µM. 340,000 compounds, 0.3% hits; in the data active means a potency from the dose series; inconclusive means inhibition above about 29% without an active follow-up result
# AID2073: disruptors of CaV2.2 binding to Mint1 – biochemical, HTRF (AID 2073). HTRF protein-protein interaction, Mint1-CaV2.2; higher % means a stronger effect. inhibition, % at 20 µM, or IC50 in µM where a hit was titrated. 290,000 compounds, 0.19% hits; in the data active means inhibition mostly above about 51%, no sharp cut-off; inconclusive means no clear call, values can overlap the other calls; inactive means mostly below about 53%; further: some results filed as inactive read as strong as hits
# GPR55 beta-arrestin: selective activators of receptor GPR55 – imaging, U2OS cells, beta-arrestin-GFP redistribution, primary screen (AID 1961). 290,000 compounds, 0.048% hits. one-dose activation, % at 10 µM; EC50 in µM for titrated hits. U2OS GPR55 beta-arrestin-GFP redistribution imaging; higher % means a stronger effect;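 active means activation above 40% with more than 50 cells counted in the well; inconclusive means wells holding fewer than 50 cells, flagged as toxic or sparse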;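 further: U2OS osteosarcoma cells stably expressing GPR55 and beta-arrestin-GFP; plate controls were DMSO negative control for no effect and LPI positive control for full effect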
# HIV fusion peptide: cell-free HIV fusion peptide-binding blockers – biochemical, uHTS, fluorescence dequenching, primary screen (AID 1986). cell-free peptide binding, fluorescence dequenching, 30 min; higher % means a stronger effect. inhibition, % at 20 µM, or IC50 in µM where a hit was titrated. 290,000 compounds, 0.3% hits; in the data active means inhibition mostly above about 52%, no sharp cut-off; inactive means mostly below about 76%; further: some results filed as inactive read as strong as hits
# GPR55 antagonists: GPR55 antagonists blocking LPI-driven arrestin recruitment, primary screen, imaging, U2OS, beta-arrestin-GFP, LPI agonist (AID 2013). U2OS GPR55 beta-arrestin-GFP translocation imaging, LPI antagonism; higher % means a stronger effect. inhibition, % at 10 µM; hits with a dose series show IC50 in µM. 290,000 compounds, 0.13% hits;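 active means spots per cell inhibited over 60%, with over 100 cells counted and total cytoplasm intensity under 500,000; inconclusive means wells with under 100 cells, flagged as likely toxic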;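 further: U2OS cells stably carrying GPR55 and arrestin-GFP stimulated by 5 µM LPI near EC80; imaged beta-arrestin-GFP aggregate spots per cell after agonist stimulation; plate controls were LPI-stimulated DMSO wells for no effect and DMSO wells without LPI for full effect; some results filed as inactive read as strong as hits; confirmed hits need IC50 under 10 µM and bright autofluorescent wells are also inconclusive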
# NTR1 agonist: agonists of NTR1, primary screen, imaging, U2OS cells, beta-arrestin-GFP, high content (AID 493036) | 330,000 compounds, 0.17% hits | P30989 | NTR1-U2OS beta-arrestin-GFP spot imaging, agonist mode | activation, % at 20 µM;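 active means activation at or above 40% of the spot to cytoplasm intensity ratio, with at least 20 cells analyzed; inconclusive means wells under 20 cells, flagged as cytotoxic or low count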;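 further: 0% = DMSO without peptide and 100% = 100 nM NTR1 peptide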
# Target sequence (P30989 whole entry, looked up): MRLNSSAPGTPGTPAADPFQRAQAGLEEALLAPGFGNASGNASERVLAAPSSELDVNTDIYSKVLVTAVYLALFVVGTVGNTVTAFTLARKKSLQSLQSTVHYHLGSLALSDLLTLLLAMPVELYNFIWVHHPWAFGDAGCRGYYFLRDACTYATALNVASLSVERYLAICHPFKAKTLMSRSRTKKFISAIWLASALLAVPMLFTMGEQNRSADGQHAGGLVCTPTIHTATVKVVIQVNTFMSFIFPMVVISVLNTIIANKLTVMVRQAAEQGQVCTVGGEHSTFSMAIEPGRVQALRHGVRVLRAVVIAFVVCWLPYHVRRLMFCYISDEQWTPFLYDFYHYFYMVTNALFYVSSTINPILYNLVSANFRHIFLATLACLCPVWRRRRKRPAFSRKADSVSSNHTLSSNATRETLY
# SIAH1 antagonists: Siah-1 peptide-binding antagonists, primary screen, biochemical, fluorescence polarization, rhodamine-plectin, uHTS (AID 1817); displacement, % at 20 µM; hits with a dose series show IC50 in µM; 290,000 compounds, 0.02% hits; Siah-1 / rhodamine-plectin peptide fluorescence polarization; higher % means a stronger effect;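 active means displacement of at least 50% at 20 µM, with a fluorescence ratio check between 0.3 and a set limit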;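 further: plate controls were Siah plus tracer with DMSO for no effect and tracer alone without Siah for full effect; strong numbers were not always called active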
# GPR35 arrestin U2OS: GPR35 antagonists blocking zaprinast-driven arrestin recruitment, primary screen, imaging, U2OS, beta-arrestin-GFP, zaprinast agonist (AID 2058). U2OS GPR35 beta-arrestin-GFP translocation imaging, zaprinast antagonism; higher % means a stronger effect. inhibition, % at 10 µM, or IC50 in µM where a hit was titrated. 290,000 compounds, 0.052% hits;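 active means inhibition of at least 50% with at least 30 cells and total cytoplasm GFP at most 10,000,000; inconclusive means under 30 cells or total GFP of 10,000,000 plus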
# UTI89 phage lysis: inhibition of K1F phage lysis, E. coli UTI89, bacterial capsule biogenesis inhibitors, alamar blue (AID 488966); E. coli UTI89 K1F phage lysis, alamar blue, 2 h; higher % means a stronger effect; inhibition, % at 100 µM, or IC50 in µM where a hit was titrated; 340,000 compounds, 0.02% hits;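 active means phage lysis inhibition, versus mean bacterial control, above a set limit; inconclusive means no clear call, values can overlap the other calls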;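 further: capsule biogenesis inhibitors block K1F phage lysis so surviving cells raise fluorescence; higher fluorescence means more inhibition of phage lysis; actives were called in the ten point dose series up to 300 µM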
# NTR1 agonist cell count 20 µM: also measured in NTR1 agonist; calls as there; cell count; measured here: cell count, cytotoxicity flag
# Active calls of the source: *; ? = inconclusive; . = no result given; [ ] = dose if it differs, or a comment.
# Screens in order – GPR55 antagonists	NTR1 agonist	SIAH1 antagonists	NS5 inhibitors	UTI89 phage lysis	GPR35 arrestin U2OS	GPR55 beta-arrestin	HIV fusion peptide	AID2073	NTR1 agonist cell count 20 µM
> CC(=O)Nc1ccc2c(c1)OCCOCCOc1cc(NC(C)=O)ccc1OCCO2
    -8%	-0.9	2%	6%	0.6%[50 µM]	-11%	-0.2%	-0.6%	9%	57
> COc1ccc(C2Nc3cccc4cccc(c34)N2)cc1
    4%	0.7	10%	30%	1.2%	20%	-0.1%	19%	52%	79
> CCN1CCN(CCNC(=O)c2cc(Cl)c(NC(=O)C3=C(C)OCCS3)cc2OC)CC1
    6%	0.3	0%	-4%	1.8%	0%	-0.1%	0.7%	7%	61
> O=C(c1cccs1)n1nc(NCc2ccccc2)nc1NCc1ccccc1
    -12%	4.3	-4%	-2%	0.9%[50 µM]	-14%	-0.3%	0.8%	2%	37
> O=C(O)c1cccc(NC(=O)c2ccccc2NC(=O)c2cccc([N+](=O)[O-])c2)c1
    5%	0.2	-4%	-4%	-0.2%	5%	0.8%	3.3%	8%	67
> CNCCCOc1ccc2c(c1)CCC2
    6%	0.0	0%	-1%	1.3%	-8%	-0.1%	1.9%	0%	48
> COc1cccc(CNC(=O)[C@H](C)NC(=O)C2CCN(S(=O)(=O)c3ccccc3)CC2)c1
    5%	-0.7	-2%	-6%	0.2%	6%	-0.1%	2.0%	10%	49
> O=C(NC(=S)NC(CO)c1ccccc1)c1ccc(F)cc1 (stereo unspecified)
    2%	1.4	4%	-5%	-0.1%	7%	-0.1%	-1.2%	6%	76
> COc1ccc(OC)c(CNC(=O)c2coc(=O)c3ccccc23)c1
    14%	-0.9	12%	-2%	0.7%	-6%	0.0%	-1.7%	6%	63
> O=C(c1ccncc1)c1ccc(NS(=O)(=O)c2ccc(Br)s2)cc1
    -15%	1.1	-2%	-4%	1.1%[50 µM]	3%	-0.2%	-3.1%	0%	38
> COC(=O)c1sc2ncn(-n3c(C)ccc3C)c(=O)c2c1C
    0%	0.0	2%	3%	2.1%	0%	-0.1%	0.5%	-2%	79
> O=C(CNc1cccc([N+](=O)[O-])c1)N/N=C/c1ccc([N+](=O)[O-])o1
    -8%	4.6	-1%	3%	-5.2%	-9%	0.2%	16%	7%	40
> O=C(O)c1cc(-c2ccc(N3CCOCC3)cc2)nn1-c1ccc(F)cc1
    16%	0.0	12%	1%	0.1%	5%	-0.1%	0.4%	10%	86
> CCOC(=O)N1CCC(NC(=O)CCc2c(C)nc3nc(C)nn3c2C)CC1
    -6%	0.4	5%	-1%	2.6%	10%	0.3%	1.0%	0%	80
> O=C(NCc1cn2ccccc2n1)c1ccco1
    -10%	-0.4	-7%	-2%	-0.4%	-1%	-0.3%	-1.1%	-1%	61
> Cc1ccc(S(=O)(=O)N2CCCCC2)cc1C(=O)Nc1ncn[nH]1
    4%	.	-2%	.	.	13%	-0.3%	-0.1%	-6%	.
> O=C1c2ccccc2NC(c2cn[nH]c2-c2ccccc2)N1O (stereo unspecified)
    11%	-0.7	0%	-6%	1.7%	-13%	0.1%	2.3%	3%	51
> OCCn1c(-c2ccc3c(c2)OCO3)csc1=Nc1ccccc1
    0%	3.3	-1%	-3%	-0.2%	16%	0.2%	-1.7%	-10%	97
> CCOc1ccc(/C=C2\SC(=S)NC2=O)cc1OC
    4%	0.5	-5%	-9%	-0.9%	-8%	0.2%	15%	1%	58
> CCOc1ccc(CN2CCC(Cc3ccccc3)CC2)cc1
    29%	2.2	-3%	-4%	0.4%	-9%	-0.2%	-0.5%	-8%	45
> Cc1cc(-c2nc(-c3ccncc3)no2)ccc1[N+](=O)[O-]
    2%	0.0	7%	-3%	0.0%	-6%	-0.1%	-1.0%	0%	52
> Cc1ccc2c(c1)c1c3n2CCCN(Cc2ccccc2)C3CCC1 (stereo unspecified)
    0%	-0.2	0%	-2%	-1.1%	-7%	0.1%	-1.4%	-10%	52
> CCCCN1C(C)=CC(=C2C(=O)c3ccccc3C2=O)C=C1C
    7%	0.6	0%	.	0.5%	-2%	-0.3%	-2.6%	29%	39
> CCCCN(CC)CCNC(=O)c1cc2c(C)nc3ccccc3c2o1
    8%	3.2	-7%	-3%	4.3%	11%	0.0%	-0.8%	14%	81
> O=C(NCC1CCCO1)c1nc2c(nnn2Cc2ccc(F)cc2)c(=O)[nH]1 (stereo unspecified)
    -7%	-0.5	2%	-2%	3.3%	-11%	-0.1%	-1.0%	-2%	54
> CN1C(=O)c2cccc(NC(=O)C3CCCCC3)c2C1=O
    -3%	1.3	0%	-3%	0.1%	10%	-0.1%	1.2%	3%	59
> c1ccc2oc(-c3csc(N4CCOCC4)n3)cc2c1
    -2%	0.7	5%	-8%	0.7%	-3%	-0.6%	2.6%	33%	58
> CCC(=O)N1c2ccc(S(=O)(=O)CCC(=O)NCc3ccc4c(c3)OCO4)cc2CC1C (stereo unspecified)
    7%	9.2	1%	-1%	2.5%	3%	-0.1%	-3.6%	-2%	37
> c1coc(CNc2c3c(nc4ccccc24)CCC3)c1
    0%	0.8	0%	9%	1.4%	12%	0.7%	-1.9%	11%	94
> Cc1ccccc1OCC(=O)Nc1ccccc1N1CCCCC1
    5%	27	-1%	-3%	-0.1%	1%	-0.2%	-1.1%	-4%	69
> COc1ccc(N2Cc3ccccc3C2=O)cc1
    -23%	-0.2	-2%	-1%	-1.6%	-4%	-0.1%	-1.4%	12%	60
> Cc1cc(C(=O)OCC(=O)Nc2nc(-c3ccccc3)cs2)c(C)o1
    6%	2.5	-2%	0%	-1.0%	18%	-0.1%	-3.4%	-2%	54
> COc1cc(NC(=O)CN2C(=O)c3ccccc3Sc3ccc(C(=O)N4CCOCC4)cc32)cc(OC)c1OC
    11%	1.2	-8%	-1%	0.1%	-7%	0.5%	4.4%	30%	47
> CCN1CCN(CC(=O)c2ccc(C)cc2)CC1
    10%	0.0	5%	-7%	0.0%	-3%	-0.1%	1.8%	?	92
> Clc1ccc(Cn2nnc(-c3ccc(CN4CCOCC4)cc3)n2)cc1
    0%	-1.3	-2%	-2%	2.1%	-12%	-0.1%	-0.5%	3%	91
> CCn1cc(CNC(=O)c2cc(Cl)ccc2OC)c(C)n1
    -2%	-0.6	-1%	1%	1.1%	6%	-0.2%	-3.1%	-5%	41
> Cc1ccc(/C=N/N(Cc2ccccc2)c2ccccc2)o1
    -32%	1.0	-8%	-9%	-0.2%	-9%	0.2%	1.4%	6%	73
> CC(NC(=O)c1ccc(S(C)(=O)=O)cc1)c1cccc2ccccc12 (stereo unspecified)
    0%	-0.3	-6%	-7%	-0.1%	9%	-0.2%	-1.4%	7%	34
> O=C(C1CCC1)N1CCc2cc(S(=O)(=O)NC3CCCc4ccccc43)ccc21 (stereo unspecified)
    4%	4.8	1%	-5%	0.1%	12%	0.2%	4.8%	9%	57
> Cc1cc(C)cc(NC(=O)COC(=O)CCCC2=NS(=O)(=O)c3ccccc3N2)c1
    7%	0.9	5%	-4%	-0.3%	-1%	-0.6%	-0.5%	-8%	36
> CCCCC(=O)NCCc1cc2c(OC)ccc(OC)c2[nH]c1=O
    8%	-1.2	5%	.	0.0%	-12%	-0.1%	-0.4%	14%	44
> O=C1C2C3C=CC(C3)C2C(=O)N1/N=C/c1cc(Br)cc([N+](=O)[O-])c1O (stereo unspecified)
    6%	-1.8	2%	21%	-1.3%	2%	-0.4%	7.9%	0%	37
> COc1ccc(CCn2c(C3CCCCC3)nc3c(c(=O)c4ccccc4n3C)c2=O)cc1OC
    -2%	6.8	0%	-4%	1.7%	-1%	-0.2%	0.2%	-10%	59
> COc1ccc(/C=C(\NC(=O)c2cccs2)C(=O)Nc2ccc(C)cc2)cc1OC
    8%	-0.2	19%	-6%	1.5%	0%	0.1%	39%	4%	34
> Cc1nc2cc(C(=O)NCc3ccc4c(c3)OCO4)ccc2n1-c1ccc(Br)cc1
    6%	0.4	9%	-6%	4.2%	-17%	-0.4%	-0.4%	3%	61
> CCCc1nc2nc(C)c(NS(=O)(=O)c3ccc(CC(C)C)cc3)c(=O)n2[nH]1
    -4%	-0.9	-11%	-3%	-0.1%	7%	-0.2%	5.7%	3%	56
> CN1CCCN(C(=O)c2ccc(Cl)s2)CC1
    14%	1.0	3%	2%	0.2%	8%	-0.1%	1.2%	1%	62
> CC(/C=C1\N=C(SCc2ccccc2Cl)SC1=O)=C\c1ccccc1
    17%	-0.2	3%	-11%	-0.2%	0%	-0.1%	17%	7%	85
> CC1(C)NC(=O)N(CC(O)CN2CCCCC2)C1=O (stereo unspecified)
    -2%	-0.5	1%	-2%	0.4%	-3%	-0.1%	1.1%	6%	96
> c1ccc(N2CCCCC2)c(NC2=NCCC2)c1
    1%	-1.1	0%	2%	0.7%	2%	-0.2%	-1.8%	-2%	33
> O=C(Cn1nnc2ccccc2c1=O)N[C@@H](Cc1ccccc1)C(=O)O
    -2%	1.1	2%	-3%	0.2%	2%	-0.2%	0.5%	16%	53
> Cc1ccc(N2C(=O)Nc3ccccc3C2(O)C(=O)N2CCN(c3ccccn3)CC2)cc1C (stereo unspecified)
    11%	5.0	0%	2%	-0.1%	-14%	-0.4%	0.1%	2%	49
> Cc1csc2ncnc(NC3CCN(Cc4ccccc4)CC3)c12
    -12%	1.5	-7%	-6%	-0.4%	-2%	-0.1%	0.4%	-4%	42
> Cc1cc(-c2ccc(S(=O)(=O)N3CCc4ccccc4C3)s2)on1
    3%	3.9	10%	-3%	0.1%	-3%	-0.3%	0.5%	-1%	73
> CCOCCCNC(=O)c1cccs1
    -11%	-0.8	0%	-3%	0.2%	0%	-0.1%	2.1%	3%	30
> O=C(NCc1ccncc1)c1ccccc1Nc1ccc(SC(F)F)cc1
    5%	0.2	4%	-4%	0.1%	2%	-0.1%	-2.7%	0%	44
> COc1cc(CNn2cn[nH]c2=S)cc(Br)c1OCc1ccccc1F
    -17%	-0.8	0%	-2%	-0.5%	2%	-0.1%	1.8%	6%	31
